BoNT F protease: BoNT/F light chain protease inhibitors, primary screen, biochemical, flow cytometry, MLPCN library. AID 588497, 2011. hit rate 0.22% among 360,000. Multiplex microsphere protease cleavage assay. inhibition, % at 10 µM. Botulinum neurotoxin type F light chain protease (Clostridium botulinum); in the data active = inhibition above about 35%, passing the limit was not always enough; inconclusive = no clear call, values can overlap the other calls; note: plate controls were buffer without enzyme for full effect and enzyme alone for no effect
FadD28 FP inh: inhibitors of FadD28 bisubstrate probe binding, primary screen, biochemical, fluorescence polarization, single point; Mycobacterium tuberculosis FadD28 fatty-acid-AMP ligase; inhibition, % at 12.5 µM; hit rate 0.22% among 360,000; in the data active = inhibition above about 8.5%, passing the limit was not always enough; inconclusive = no clear call, values can overlap the other calls
PrPC surface inh: inhibitors of human cell surface prion protein PrPC, primary screen, cell-based, TR-FRET; TR-FRET read-out; inhibition, % at 13.8 µM; hit rate 0.43% among 370,000; AID 720596, 2013; in the data active = inhibition above about 24%; note: 0% = median of the test wells and 100% = reference compound wells
Mtb BioA inh: M. tuberculosis BioA enzyme inhibitors, primary screen, biochemical, plate reader, single point, HTS | 7,8-diaminopelargonic acid synthase BioA (Mycobacterium tuberculosis) | purified M. tuberculosis BioA enzyme | inhibition, % at 9.99 µM | hit rate 0.096% among 360,000; in the data active = inhibition above about 40%; inconclusive = no clear call, values can overlap the other calls
FBA Mtb inh: Mtb FBA enzyme inhibitors, primary screen, biochemical, fluorescence, strain H37Rv; AID 588726, 2011; inhibition, % at 1 µM; hit rate 2.3% among 360,000; purified M. tuberculosis FBA, fluorescence read-out; Fructose-bisphosphate aldolase (Mycobacterium tuberculosis (strain ATCC 25618 / H37Rv)), …; in the data active = inhibition above about 27%;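 note: 0% = vehicle and 100% = reference inhibitor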
Target sequence (P9WQA3 whole entry, looked up): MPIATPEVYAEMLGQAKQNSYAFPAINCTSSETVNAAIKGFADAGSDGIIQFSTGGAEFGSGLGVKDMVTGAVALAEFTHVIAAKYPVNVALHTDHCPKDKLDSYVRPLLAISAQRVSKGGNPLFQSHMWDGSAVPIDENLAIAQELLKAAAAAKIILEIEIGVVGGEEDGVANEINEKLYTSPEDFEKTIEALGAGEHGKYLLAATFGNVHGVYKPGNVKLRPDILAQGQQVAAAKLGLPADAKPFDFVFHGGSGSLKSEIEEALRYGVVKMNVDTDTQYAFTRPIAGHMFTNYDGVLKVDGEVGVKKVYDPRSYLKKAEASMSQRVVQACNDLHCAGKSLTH
GDH-TPI counter: GDH-TPI coupling enzyme inhibitors, primary screen, artefact control for M. tuberculosis FBA inhibitor project, biochemical, absorbance, full deck; GDH-TPI coupled enzyme counterscreen, NADH absorbance; inhibition, % at 4.8 µM; hit rate 1.2% among 360,000; AID 588335, 2011;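 note: 0% = DMSO wells and 100% = wells lacking the enzyme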
BoNT A protease: BoNT/A light chain protease inhibitors, primary screen, biochemical, flow cytometry, MLPCN library. multiplex microsphere protease substrate cleavage. inhibition, % at 10 µM. hit rate 0.17% among 360,000; in the data active = inhibition above about 30%; inconclusive = no clear call, values can overlap the other calls; note: plate controls were buffer without enzyme for full effect and enzyme alone for no effect
CCHFV vOTU inh: CCHFV vOTU protease inhibitors, primary screen, biochemical, Pep-AMC substrate, fluorescence. inhibition, % at 11.5 µM. hit rate 0.55% among 370,000. AID 651958, 2012; note: 0% = vehicle wells with enzyme and 100% = no enzyme wells
UGM FP inh: M. tuberculosis UGM enzyme inhibitors, primary screen, biochemical, fluorescence polarization, single point; purified UGM, fluorescence polarization probe displacement; AID 504406, 2011; hit rate 0.06% among 320,000; UDP-galactopyranose mutase (Mycobacterium tuberculosis (strain ATCC 25618 / H37Rv)), …; inhibition, % at 10 µM; in the data active = inhibition above about 10%, passing the limit was not always enough; inconclusive = no clear call, values can overlap the other calls
Target sequence (P9WIQ1 whole entry, looked up): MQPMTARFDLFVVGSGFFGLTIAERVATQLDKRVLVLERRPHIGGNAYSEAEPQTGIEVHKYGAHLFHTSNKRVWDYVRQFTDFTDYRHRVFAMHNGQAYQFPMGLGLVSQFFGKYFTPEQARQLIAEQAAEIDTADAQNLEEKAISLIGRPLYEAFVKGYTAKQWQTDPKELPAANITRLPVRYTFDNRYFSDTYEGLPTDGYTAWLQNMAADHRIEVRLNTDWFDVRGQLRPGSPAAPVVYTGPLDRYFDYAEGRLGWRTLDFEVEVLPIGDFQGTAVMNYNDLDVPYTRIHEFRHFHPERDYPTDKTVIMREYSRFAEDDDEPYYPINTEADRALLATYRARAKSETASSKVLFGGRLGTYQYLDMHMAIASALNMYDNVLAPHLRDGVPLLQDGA
Active calls of the source: *; ? = inconclusive; nt = not tested or not shown. Cut-off read from the data, not from the text of the source, unless noted: active = inhibition above about 30%; inactive = the rest. Compounds were not picked by outcome. Share with any hit: about 4.8%.

SMILES	BoNT F protease	FadD28 FP inh	PrPC surface inh	Mtb BioA inh	FBA Mtb inh	GDH-TPI counter	BoNT A protease	CCHFV vOTU inh	UGM FP inh
COCCNC(=O)C(C)Oc1ccc(Cl)cc1Cl (stereo not drawn)	-16	-1.1	-1	-0.6	-2	4	-1.8	-3	-2.7
COc1ccc(C(=O)C2CCCN(C(=O)c3cc(C)on3)C2)cc1F (stereo not drawn)	6	-2.1	-2	22	2	-4	1.6	3	-0.1
CC1(c2ccc(Cl)cc2)NC(=O)N(CN2CCOCC2)C1=O (stereo not drawn)	-1	-0.6	1	-2.0	1	-6	-1.7	2	-2.4
COc1ccc(C/C(C)=N/NC(=O)c2cccnc2)cc1	-5	-1.7	3	nt	2	18	-0.6	0	6.6
COC(=O)c1ccccc1C(=O)N(Cc1cccnc1)CC1CCCN(C2CCCCC2)C1 (stereo not drawn)	4	-0.3	-6	-9.3	5	10	-3.3	-7	2.1
O=C(COC(=O)/C=C/c1ccc2c(c1)OCO2)Nc1ccc(S(=O)(=O)N2CCCC2)cc1	-9	3.3	1	nt	10	14	-0.5	-18	3.7
Cc1ccccc1CSc1nc2n(n1)C(c1cccs1)C1=C(CCCC1=O)N2 (stereo not drawn)	-1	-1.8	18	nt	15	-2	0.3	2	0.6
CC(C(=O)NCc1ccccn1)c1ccc([N+](=O)[O-])cc1 (stereo not drawn)	-7	-1.4	-1	nt	0	6	0.5	8	-1.1
COc1ccc(C2=NOC(C(=O)NC(C)C)C2)cc1 (stereo not drawn)	-13	-0.2	-5	-1.8	-1	1	-1.4	-13	3.6
CCC(C)Sc1nc(C)nc2c1c(=O)n(C)c(=O)n2C (stereo not drawn)	4	-1.6	1	0.1	-3	-14	0.5	-2	0.1
COc1ccc(-n2c(SCC(=O)N3CCOCC3)nc(O)cc2=O)cc1	5	-3.6	-4	2.6	0	-9	1.6	-4	-2.5
CSc1nsc2nc(=O)c(/C=C3\C=Nc4ccccc43)c(N)n12	-4	14*	2	-1.0	-4	16	-0.5	-8	7.5

Looked up one by one from the entries so far (3):
SMILES	BoNT F protease	FadD28 FP inh	PrPC surface inh	Mtb BioA inh	FBA Mtb inh	GDH-TPI counter	BoNT A protease	CCHFV vOTU inh	UGM FP inh
O=C(COC(=O)/C=C/c1ccc2c(c1)OCO2)Nc1ccc(S(=O)(=O)N2CCCC2)cc1	-9	3.3	1	nt	10	14	-0.5	-18	3.7
COc1ccc(C2=NOC(C(=O)NC(C)C)C2)cc1 (stereo not drawn)	-13	-0.2	-5	-1.8	-1	1	-1.4	-13	3.6
CCC(C)Sc1nc(C)nc2c1c(=O)n(C)c(=O)n2C (stereo not drawn)	4	-1.6	1	0.1	-3	-14	0.5	-2	0.1

More structures.
SMILES	BoNT F protease	FadD28 FP inh	PrPC surface inh	Mtb BioA inh	FBA Mtb inh	GDH-TPI counter	BoNT A protease	CCHFV vOTU inh	UGM FP inh
Cc1onc(-c2c(Cl)cccc2Cl)c1C(=O)N1C=CC(C(F)(F)F)=NCC1	1	-0.9	-5	nt	0	25	1.2	-2	-2.9
C/C(CCc1ccco1)=N\NC(=O)CNc1c(Br)cc(Br)cc1Br	-8	-2.9	2	nt	-5	3	-0.2	7	-1.3
O=c1[nH][nH]c2c1[C@@H](c1ccc(F)cc1)O[C@H](C1CCCCC1)C2	-6	nt	-6	nt	nt	nt	-1.1	13	nt
COc1cc(C2C(C#N)=C(N)Oc3n[nH]c(C)c32)ccc1OC(=O)c1ccccc1 (stereo not drawn)	-19	0.4	2	-1.9	3	8	-2.0	3	-4.2
Cc1ccc(-c2cc(NC(=O)c3ccccc3)on2)cc1	1	-1.6	3	-0.8	3	5	-0.1	4	2.4
COc1ccc(C)cc1NC(=O)CSc1nnnn1Cc1ccccc1	-16	-0.7	12	0.5	0	17	0.2	3	-0.4
Cc1sc2ccccc2[n+]1CC(=O)O	-18	-0.7	-5	0.9	3	7	0.1	-3	-1.9
N#Cc1cccc(NC(=O)CSc2n[nH]c(=O)[nH]c2=O)c1	-1	-1.0	1	1.8	4	-11	-0.9	2	0.4
Cc1cc(N2CCN(c3ccccc3)CC2)n2c(n1)nc1ccccc12	8	0.8	-6	nt	2	21	?	-13	-1.3
COc1ccc(NC(=O)c2ccc(CNc3c(N4CCCC4)c(=O)c3=O)cc2)cc1Cl	2	-2.5	-4	0.0	1	14	0.3	-3	-1.1
CCOC(=O)N1CCN(C(=O)c2ccc3nc4ccc(Cl)cc4c(=O)n3c2)CC1	3	-2.5	2	1.3	12	7	1.3	-29	0.1
COc1ccc(-c2nnc(SCC(=O)Nc3sc4c(c3C#N)CCCC4)n2-c2ccccc2)cc1	-7	-2.2	1	-1.1	-1	0	-0.3	-20	-0.6

The final 3 records of the section before come first, to join the parts:
SMILES	BoNT F protease	FadD28 FP inh	PrPC surface inh	Mtb BioA inh	FBA Mtb inh	GDH-TPI counter	BoNT A protease	CCHFV vOTU inh	UGM FP inh
COc1ccc(NC(=O)c2ccc(CNc3c(N4CCCC4)c(=O)c3=O)cc2)cc1Cl	2	-2.5	-4	0.0	1	14	0.3	-3	-1.1
CCOC(=O)N1CCN(C(=O)c2ccc3nc4ccc(Cl)cc4c(=O)n3c2)CC1	3	-2.5	2	1.3	12	7	1.3	-29	0.1
COc1ccc(-c2nnc(SCC(=O)Nc3sc4c(c3C#N)CCCC4)n2-c2ccccc2)cc1	-7	-2.2	1	-1.1	-1	0	-0.3	-20	-0.6
CCCCC1OC23CCCCC2C(C#N)(C#N)C1(C#N)C(=N)O3 (stereo not drawn)	-2	0.9	-3	-2.9	45*	-15	0.3	-74	5.9
CC(C)OCCCn1c(=N)c(S(=O)(=O)c2ccccc2)cc2c(=O)n3ccccc3nc21	8	-0.1	-1	-5.2	13	13	1.4	8	-0.6
CN1CCN(c2ccccc2NC(=O)c2ccc(N3CCOCC3)c([N+](=O)[O-])c2)CC1	-16	0.7	-30	0.7	-1	7	2.6	2	3.0
CCN(CC)C(=O)CSc1nc2c(sc(=S)n2-c2ccccc2)c(=O)n1-c1ccc(OC)c(OC)c1	-2	nt	0	-0.4	-2	23	-0.5	-3	0.4
COc1ccccc1NS(=O)(=O)c1ccc(C)c(C(=O)NCC(c2ccco2)N2CCCCC2)c1 (stereo not drawn)	9	-5.0	0	1.2	1	4	-0.2	-5	-0.4
COc1c(OC(C)=O)ccc(/C=C/c2ccc3cccc(OC)c3n2)c1[N+](=O)[O-]	30	-2.9	-12	nt	-4	26	3.6	14	0.3
CC1(c2ccccc2)NC(=O)N(CC(=O)NNC(=O)c2cccc(Cl)c2)C1=O (stereo not drawn)	-9	-0.4	-4	-8.0	1	2	2.0	2	2.6
O=C(NCc1ccc(Cl)cc1)c1ccncc1	-14	-1.0	12	-0.4	2	3	-2.6	-3	1.5
O=C(NCC1CCCO1)c1ccc2c(c1)C(=O)N(C1CCCCC1)C2=O (stereo not drawn)	-1	-1.3	-6	1.2	-2	1	-0.4	-4	1.5
COc1ccc(S(=O)(=O)Nc2ccc(S(=O)(=O)N3CCCC3)cc2)cc1	-3	-1.9	9	-1.0	2	-3	-1.8	8	-0.8
O=c1cc(CN2CCOCC2)c2c(ccc3ccccc32)o1	-17	-2.1	nt	nt	3	12	-1.9	nt	-0.6
O=C(Nc1ncc(Cc2ccccc2)s1)C1=NCCN1	3	-0.3	-5	-1.0	65*	9	-1.4	-7	-2.4

SMILES	BoNT F protease	FadD28 FP inh	PrPC surface inh	Mtb BioA inh	FBA Mtb inh	GDH-TPI counter	BoNT A protease	CCHFV vOTU inh	UGM FP inh
CC(C)(C)c1ccc(CC(=O)N2CCC2(C)C(=O)Nc2cccc3ccccc23)cc1 (stereo not drawn)	-8	-2.0	2	-0.4	-2	4	-0.3	16	nt
CC(Sc1nnc2ccccn12)C(N)=O (stereo not drawn)	-2	-1.7	7	-0.3	1	-2	-1.3	0	-0.7
C=C1C[C@H]2[C@@H]3C=C(C)C4=CC(=O)CC[C@]4(C)[C@H]3CC[C@]2(C)[C@@]1(OC(C)=O)C(C)=O	5	-2.0	-1	7.8	2	13	-0.7	4	7.3
Cc1cccc(NS(=O)(=O)c2ccc(C)c(C(=O)NCCCN3CCOCC3)c2)c1	?	-1.0	1	-1.2	-1	1	?	-3	nt
Cn1cccc1C(C#N)c1ccccc1C#N (stereo not drawn)	2	-3.9	1	nt	-1	7	-0.6	-5	-2.5
Cn1c(/C(C#N)=C/c2ccncc2)nc2ccccc21	3	-1.9	4	-0.9	4	8	0.4	-7	1.0
FC(F)C(F)(F)Oc1cccc(-c2n[nH]c(=S)n2Cc2ccccc2)c1	-1	-2.5	7	0.2	10	1	1.0	20	nt
Clc1ccc(-c2csc(N3CCCCCC3)n2)cc1	27	-0.1	-2	-0.1	2	4	-3.6	14	-2.3
Cc1ccccc1NC(=O)CSC(=O)c1ccccc1	-10	-1.8	0	0.3	0	-5	0.5	-1	1.7
Cn1nc(-c2ccccc2)c(C(=O)Nc2ccc(Cl)cc2)c1Cl	0	-0.2	-9	0.1	-2	17	-0.6	-8	1.9
COC(=O)c1ccc(C(=O)NC(=S)Nc2nc3c(s2)CCCC3)cc1	-1	-2.2	-4	0.6	2	0	0.1	1	1.4
CCN(CC)C(=O)c1ccc(COc2ccc(Cl)c(C)c2)o1	?	-3.6	17	1.5	1	-2	1.0	14	2.8

SMILES	BoNT F protease	FadD28 FP inh	PrPC surface inh	Mtb BioA inh	FBA Mtb inh	GDH-TPI counter	BoNT A protease	CCHFV vOTU inh	UGM FP inh
O=[N+]([O-])c1ccc(-c2c(-c3ccccc3)ncc3cc(F)ccc23)cc1	6	-0.4	-10	-1.4	3	12	0.3	4	-0.4
CCC(=O)N(c1ccc(C(=O)O)cc1)c1nc(-c2ccc(OC)cc2)c(C)s1	1	-1.6	4	nt	-1	-3	-0.3	1	-1.2
CCOC(=O)c1c(C)nc(-c2ccccc2)nc1NC(=O)C(C)C	2	-3.8	-3	0.6	-6	2	0.6	7	-5.1
S=C(NC1CCCCC1)N1CCC(c2cnc[nH]2)CC1	-2	-3.9	3	1.6	0	-13	-0.1	2	-2.2
C[C@@H]1CCC2[C@](C)(CO)[C@@H](O)CC[C@]2(C)[C@@]12CCC(CO)(CCO)O2 (stereo partly drawn)	8	0.1	-4	1.1	2	3	-2.8	9	-1.6
O=C(Cc1ccccc1)NNC(=S)Nc1ccc(Cl)cc1	-11	-0.2	6	0.1	3	8	-0.3	-6	-0.5
CCCCC(C(=O)O)C(C)CC(=O)Nc1nccs1 (stereo not drawn)	-1	0.4	-3	-2.8	0	4	0.4	-11	2.6
CCOc1ccc(Cc2c(C)[nH]c3ccc(C(=O)O)cc3c2=S)cc1	nt	-5.9	6	-0.6	2	10	nt	-2	1.0
COCCCn1c(-c2ccccc2)nc2ccccc2c1=O	4	0.3	-9	-0.3	0	5	0.1	8	0.7

Source: PubChem BioAssay
